GalR3 antagonist – blocks the human galanin receptor 3. HEK293 GalR3-CNG cAMP membrane potential fluorescence; galR3 body fused to GalR1 C-terminus. O60755. inhibition, % at 3 µM. 0.44% of 360,000 active;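 active = inhibition above the screen-wide average plus 3 SD, cut at about 13% in these data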;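 also: forskolin and galanin both at EC90 stimulate the cells; cAMP rise reported by CNG channel membrane potential dye signal; 0% = forskolin plus galanin with DMSO and 100% = forskolin alone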
Target sequence (O60755 1-299 limits assumed): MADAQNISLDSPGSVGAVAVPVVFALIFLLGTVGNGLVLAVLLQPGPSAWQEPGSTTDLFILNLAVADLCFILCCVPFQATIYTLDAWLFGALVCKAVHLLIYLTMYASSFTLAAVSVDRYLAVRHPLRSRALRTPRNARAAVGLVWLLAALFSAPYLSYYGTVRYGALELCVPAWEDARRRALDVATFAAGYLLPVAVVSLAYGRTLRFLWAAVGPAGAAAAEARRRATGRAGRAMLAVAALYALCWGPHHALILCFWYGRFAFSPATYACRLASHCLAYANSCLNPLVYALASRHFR
MEKK2 WT-MEK5 – raises or lowers MEK5 binding to wildtype human MEKK2 PB1 domain; 1.1% of 290,000 active; AID 1531; binding response (% of control), % at 10 µM; bead flow cytometry, Alexa488-MEK5 binding to MEKK2 WT; actives lie on both sides; Q9Y2U5; in the data active = binding response below about 67% or above about 130%
UBC9 SUMO inh – blocks human SUMOylation mediated by UBC9; P63279; 0.36% of 290,000 active; inhibition, % at 35 µM; HTRF SUMOylation assay, SAE1/SAE2 + UBC9, in vitro; in the data active = inhibition above about 50%, passing the limit was not always enough; also: strong numbers were not always called active
Target sequence (P63279 whole entry, looked up): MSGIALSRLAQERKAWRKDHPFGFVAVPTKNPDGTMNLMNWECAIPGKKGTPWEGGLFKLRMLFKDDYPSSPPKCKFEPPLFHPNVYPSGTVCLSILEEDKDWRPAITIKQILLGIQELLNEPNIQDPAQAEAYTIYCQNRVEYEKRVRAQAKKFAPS
CRFBP-R2 block – CRF-BP/CRF-R2 complex antagonism; 0.59% of 350,000 active; AID 588475; HEK293 CRF-R2/CRF-BP, CRF-induced calcium fluorescence; inhibition, % at 11.8 µM;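 active = inhibition of the ligand-induced calcium signal above about 50% at the single tested concentration, limit read from the data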
CRFR2-BP ag – agonists of human CRF-binding protein/CRF-R2 receptor complex | HEK293 CRF-R2/CRF-BP, calcium dye fluorescence (FLIPR); percent of saturating CRF peptide response | activation, % at 13.2 µM | 0.46% of 350,000 active | AID 588473;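 active = activation of at least 50%, plus an integration ratio under a set limit after plate pattern correction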;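 also: plate controls were neutral control wells without compound for no effect and CRF at EC100 for full effect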
NS3 helicase inh – blocks Hepatitis C virus NS3 helicase unwinding. NS3 helicase DNA unwinding, Cy5 molecular beacon fluorescence. inhibition, % at 10.9 µM. 0.56% of 290,000 active;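 active = inhibition above the mean of all tested compounds plus 3 SD, set per campaign, cut at about 35% in these data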;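 also: 0% = DMSO wells and 100% = thioflavine S control wells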
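System: NS3 helicase fragment of HCV / Schedule: 1 h at 25 °C / Control set: DMSO alone as 0% and 110 µM thioflavine S as 100% / Reagent: Cy5/quencher beacon DNA duplex and ATP to start / Technique: Cy5 fluorescence / Replication: singlicate / Evaluation: % inhibition of end-to-start signal ratio versus controls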
MEKK3 PB1 HTS – MEKK3-MEK5 PB1 interaction, increase or decrease; bead-based flow cytometry, Alexa488-MEK5 binding to MEKK3; actives lie on both sides; 0 = blocked by unlabeled MEK5, 100 = vehicle; 1.4% of 290,000 active; binding response (% of control), % at 10 µM; AID 1529; Q99759;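 active = binding response more than 3 SD above or below the average of its plate-row segment, actives on both sides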;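 also: Alexa488 bead fluorescence after subtracting the streptavidin-only scavenger bead signal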
FID counter – fluorescent intercalator displacement, NS3 helicase counter-screen; DNA fluorescent intercalator displacement, fluorescence; inhibition, % at 7.9 µM; 0.17% of 290,000 active; AID 1845; in the data active = inhibition above about 37%;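 also: 0% = vehicle and 100% = reference compound; higher means more ethidium bromide displaced from hairpin DNA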
MEKK2 mut-MEK5 – signal of MEK5 binding to mutant human MEKK2 PB1 domain; bead flow cytometry, Alexa488-MEK5 binding to MEKK2 mutant; percent response, % at 10 µM; 0.35% of 290,000 active; AID 1530; in the data active = percent response above about 24%, passing the limit was not always enough; also: inactives centre near 1; some results filed as inactive read as strong as hits
Active calls of the source: *; . = no result given; & = joins results of further samples; [ ] = another dose, or the depositor's remark.

structure	GalR3 antagonist	MEKK2 WT-MEK5	UBC9 SUMO inh	CRFBP-R2 block	CRFR2-BP ag	NS3 helicase inh	MEKK3 PB1 HTS	FID counter	MEKK2 mut-MEK5
O=C(N/N=C/c1ccc2c(c1)OCO2)c1sc2cccc(Cl)c2c1Cl	2	114	6	-10	-0.6	0	109	0	20
COc1ccc(N2CCN(C(=O)CN(c3ccc(Br)cc3)S(C)(=O)=O)CC2)cc1	-8	90	0	12	4.0	29	84	-10	-9
O=C(CSc1nc2c(sc3ccccc32)c(=O)n1-c1ccccc1)NCc1ccco1	2	99	14	3	0.0	3	96	-18	0
COc1cc(C2Nc3cccc4cccc(c34)N2)cc(OC)c1OC(C)=O	-1	.	24	2	1.7	19	.	-12	.
COc1ccc(N2C(=O)C(CC(N)=O)N(NC(=O)c3cccc(OC)c3)C2=S)cc1 (stereo unspecified)	-1	89	5	-8	0.8	2	104	-10	-13
COc1ccc(S(=O)(=O)N2CCC(C(=O)NCc3ccccn3)CC2)cc1Cl	-2	100	9	7	-0.9	-4	107	-15	4
NC(=O)c1ccc(NC(=O)COc2ccc([N+](=O)[O-])cc2Cl)cc1	-3	100	15	-36	-0.1	14	101	0	0
O=C(COC(=O)c1ccc(S(=O)(=O)N2CCc3ccccc3C2)cc1)NC1CCS(=O)(=O)C1 (stereo unspecified)	-3	58	12	-6	-2.2	5	50*[inhibitor]	0	-17
O=c1c2ccccc2[nH]c(=S)n1Cc1cccnc1	-3	99	9	5	-1.1	1	94	2	-6
Oc1ccc(/C=N/Nc2ccccc2)cc1	-1	98	2	12	-5.3	-2	97	2	0
O=C1CCCN1CC1CCCN(Cc2nc(COc3ccccc3)no2)C1 (stereo unspecified)	-5	86	15	-20	-2.5	1	99	-13	-9
Cc1cc([N+](=O)[O-])ccc1NC(=O)CSc1nncn1-c1ccccn1	-5	103	11	14	0.6	-3	102	-2	0
CCOC(=O)CSc1nc2sc(C(=O)O)c(C)c2c(=O)[nH]1	1	117	2	10	0.2	0	118	5	11
CCN(CC)c1ccc(NC(=O)CSc2nnc3nc(C)cc(C)n23)cc1	3	101	9	8	1.1	4	100	-5	5
CCOC(=O)CNc1nc(Cl)nc(Nc2ccc(C)cc2)n1	-6	92	12	1	0.8	10	87	-15	-4
O=C(CCCCCNC(=S)Nc1ccccc1)C[N+](=O)[O-]	-5	77	0	-10	-0.4	6	67	-1	-12
Cc1ccc(S[C@@H](CCN2CC[C@H](NC(=O)OCc3ccccc3)CCC2=O)c2ccccc2)cc1	-8	89	2	1	-0.1	-9	96	-41	-6
COCCOC(=O)C1=C(C)N=C2SCCC(=O)N2C1c1ccc(OC(=O)c2ccco2)cc1 (stereo unspecified)	-5	98	6	5	0.5	7	100	-28	0
O=C1C(N2CCOCC2)=C(n2nnc3ccccc32)C(=O)c2ccccc21	-5	104	44	-2	1.4	-9	102	1	3
CCOC(=O)C1CCN(C(=O)COc2cccc3ccccc23)CC1	-10	97	-5	5	-1.5	8	98	-31	0
Cc1ccc(/C=C\c2nccc3c2[nH]c2ccccc23)cc1	-1	174*	12	-8	-3.0	-12	105	7	26
C=CCNC(=O)c1ccc(S(=O)(=O)CC)c(Cl)c1Cl	-1	98	7	5	-0.4	-15	103	-2	-1
Cc1cc(C)nc(Sc2c(C)nn(-c3ccccc3)c2C)n1	4	97	16	1	0.8	-5	97	-20	0
Cc1onc(-c2ccccc2)c1C(=O)N1CCN(c2ncccc2C(F)(F)F)CC1	-1	104	5	-3	-2.3	-10	100	-43	5
CC1CCCCN1Cc1c(O)ccc2c(=O)c(-c3ccc(Br)cc3)coc12 (stereo unspecified)	-11	104	20	1	-0.9	-2	98	4	-1
Cc1cccc(C)c1N1CCN(c2nc(N(C)C)oc(=O)c2C#N)CC1	-2	108	-7	22	0.9	-12	108	-3	2
CCOC(=O)N1CCN(C(=O)CSc2ccc(-c3cccnc3)nn2)CC1	-7	96	12	.	.	-5	105	-2	-2
C=CCn1c(=NC(=O)c2ccco2)sc2cc(C(=O)OCC)ccc21	-3	98	-12	-14	-0.4	0	97	-1	4
COc1ccccc1-n1c(-c2ccccc2)c[n+]2c1CCc1ccccc1-2	53*	96&81	15&-5	-3&-4	-0.5&3.2	-2&-28	102&92	4&28	0&-14
C=CCc1c(C)c(C#N)c2nc3ccccc3n2c1NCCN(C)C	-1	101	22	-9	-1.3	4	94	1	-2

By substructure, the entries above with a nitro group on carbon
structure	GalR3 antagonist	MEKK2 WT-MEK5	UBC9 SUMO inh	CRFBP-R2 block	CRFR2-BP ag	NS3 helicase inh	MEKK3 PB1 HTS	FID counter	MEKK2 mut-MEK5
NC(=O)c1ccc(NC(=O)COc2ccc([N+](=O)[O-])cc2Cl)cc1	-3	100	15	-36	-0.1	14	101	0	0
Cc1cc([N+](=O)[O-])ccc1NC(=O)CSc1nncn1-c1ccccn1	-5	103	11	14	0.6	-3	102	-2	0
O=C(CCCCCNC(=S)Nc1ccccc1)C[N+](=O)[O-]	-5	77	0	-10	-0.4	6	67	-1	-12

An excerpt from above, showing only MEKK2 WT-MEK5.
molecule	MEKK2 WT-MEK5
CC1CCCCN1Cc1c(O)ccc2c(=O)c(-c3ccc(Br)cc3)coc12 (stereo unspecified)	104
Cc1cccc(C)c1N1CCN(c2nc(N(C)C)oc(=O)c2C#N)CC1	108

Taken from above:
C=CCNC(=O)c1ccc(S(=O)(=O)CC)c(Cl)c1Cl in CRFBP-R2 block has 5
C=CCn1c(=NC(=O)c2ccco2)sc2cc(C(=O)OCC)ccc21 in MEKK3 PB1 HTS has 97

(further entries)
structure	GalR3 antagonist	MEKK2 WT-MEK5	UBC9 SUMO inh	CRFBP-R2 block	CRFR2-BP ag	NS3 helicase inh	MEKK3 PB1 HTS	FID counter	MEKK2 mut-MEK5
O=C(CNC(=O)c1cccc(F)c1)N/N=C/c1cccs1	-9	107	0	5	1.2	25	106	-9	7
Cc1ccc(S(=O)(=O)N2CCCC(C(=O)NCc3ccco3)C2)cc1Cl (stereo unspecified)	-6	107	13	8	1.7	-1	120	-23	6
COc1ccc(-n2cnc3sc(-c4ccccc4)cc3c2=O)cc1	-4	94	1	17	-1.5	-4	100	0	2
CS(=O)(=O)N(CCc1ccccc1)CC(=O)Nc1ccc2c(c1)OCO2	-3	107	3	9	-0.7	-4	110	-14	4
COC(=O)c1cccc(-n2[nH]nnc2=S)c1	-2	102	-6	-10	1.5	1	98	2	-1
CCN(C(=O)c1ccc(S(=O)(=O)N(C)C)cc1)C(C)C(=O)Nc1ccc(C)cc1 (stereo unspecified)	-8	98	0	11	-1.1	13	98	-27	2
CC1Oc2ccccc2C(=O)N(CC(=O)c2ccc3c(c2)OCCO3)C1=O (stereo unspecified)	-9	98	4	4	-0.1	0	96	-32	-1
COc1ccc(-c2noc(=O)n2Cc2ccc(F)cc2Cl)cc1	-7	100	-10	6	-0.8	4	106	-15	10
COc1ccccc1N1CCN(C(=O)Cc2cccs2)CC1	-3	95	0	-17	1.5	3	94	-15	-5
O=C(Nc1cc2c(=O)n(-c3ccc(Oc4ccccc4)cc3)ccc2oc1=O)c1ccccc1	1	95	19	5	-1.1	8	101	-1	-5
COc1cccc(/C=N/NC(=O)c2c(C)nc3ccc(Br)cn23)c1O	.	85	1	-25	30	7	106	-7	-9
COc1ccc(S(=O)(=O)Nc2ccc3c(c2)OCO3)cc1C	-5	112	1	23	-3.4	4	117	-1	8
Fc1ccccc1CNc1ccc(Cl)c(Cl)c1	-12	98	-43	17	-0.3	13	99	0	4
CC(=O)N1c2ccccc2Sc2ccccc21	-10	114	8	12	-0.4	-15	109	-6	11
CCOC(=O)c1oc2ccccc2c1NC(=O)c1cccs1	-8	104	8	-19	2.0	3	102	2	3
O=C1CCSc2ccc(Cl)cc2N1Cc1ccc(Cl)cc1	-3	101	6	16	0.1	-4	100	-9	2
CC1(C)CC(=O)c2cnc(NC(=O)CCc3ccccc3)nc2C1	-1	96	-20	-17	-5.0	0	95	-3	0
O=C(CC(C(=O)O)c1ccc(Cl)cc1)c1ccccc1 (stereo unspecified)	-5	100	-1	21	-2.3	-10	106	-13	-1
CCOC(=O)c1ccc(CNCc2ccc(C)cc2)cc1	-9	106	-11	-36	0.3	8	108	8	0
CCC(C)[C@H](NC(=O)NCCCc1ccccc1)C(=O)OC (stereo partly specified)	-5	91	8	13	-1.6	-8	83	-9	-13
O=C(NCc1cccnc1)c1ccc(COc2ccc(Cl)cc2)cc1	-2	98	-6	9	-0.1	-9	98	-16	-4
CCC(C)c1ccccc1OCCn1ccnc1 (stereo unspecified)	-3	97	11	9	-1.4	0	100	7	-1
COc1ccc(C)cc1NC(=S)Nc1ccccc1SC	-4	94	11	-3	-0.4	-9	86	1	-8
O=C1CC(c2ccc(F)cc2)CC2=C1C=Nc1ccccc1N2 (stereo unspecified)	4	93	13	-42	0.5	1	94	-17	-9

Screening data (PubChem BioAssay)

An excerpt; count on the stated rates, not on these rows.
